JMJD2E inh = JMJD2E (human) inhibition. hit rate 1.6% among 230,000. JMJD2E catalytic domain, FDH-coupled NADH fluorescence (FDH is formaldehyde dehydrogenase). AID 2147. B2RXH2. Potency, µM (highest dose often 57.1 µM), for inactives: at the top dose activity change, negative = inhibition, hits mostly inhibitors; active means well fitted inhibition curve with a large enough effect, not every such curve was filed as active; inconclusive means small, poorly fitted or top-dose-only effect, or another doubt; inactive means no such curve, though single readings can be large or run the other way;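 further: 0% = wells with enzyme and -100% = buffer wells without enzyme; nearly all actives have a fitted effect of over 50% in size; many of its hits are not listed in these tables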
Target sequence (B2RXH2 1-337 limits assumed): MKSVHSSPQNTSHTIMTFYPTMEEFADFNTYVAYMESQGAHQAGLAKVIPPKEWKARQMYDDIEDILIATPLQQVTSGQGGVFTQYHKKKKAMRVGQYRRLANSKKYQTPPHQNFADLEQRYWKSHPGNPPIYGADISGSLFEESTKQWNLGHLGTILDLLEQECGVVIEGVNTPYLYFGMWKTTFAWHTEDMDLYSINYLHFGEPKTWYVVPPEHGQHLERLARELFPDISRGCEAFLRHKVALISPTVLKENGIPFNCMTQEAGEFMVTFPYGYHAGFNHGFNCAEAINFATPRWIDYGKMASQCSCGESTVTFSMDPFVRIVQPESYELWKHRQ
HTT cytoprotect = cytoprotection in Huntington HTT-Q103 PC12 cell model | PC12 HTT-Q103 induced, cytoprotection, ATP luminescence, 40 h | Potency, µM (series often up to 56.4 µM), without a hit: cytoprotection (ATP increase), actives largely listed as activators | hit rate 0.14% among 230,000;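 further: % of control where 0% means no effect; nearly all actives have a fitted effect of over 45% in size; toxic huntingtin expression switched on by the ecdysone agonist tebufenozide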
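ATP quantification (ATPlite) reports survival of PC12 cells in which tebufenozide, 100 nM final, switches on Htt exon 1 with 103 glutamines linked to GFP; compounds are titrated.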
SMN2 splice up = SMN2 splice variant enhancement; hit rate 2.8% among 210,000; Potency, µM (titrated, usually from 46.1 µM), inactives show at the highest dose activity change, positive = activation, most hits filed as activators; HEK293 SMN2-luciferase splicing reporter, luminescence, 30-36 h; further: % of control where 0% means no effect; nearly all actives have a fitted effect of over 55% in size
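qHTS luciferase splicing reporter: luminescence rises when SMN2 exon 7 is included in transfected HEK293 cells. Compound exposure lasted 30-36 h at 37C, with 4.5 mM final sodium butyrate as control, followed by a ONE-Glo read.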
HTT aggregate = mutant huntingtin aggregation inhibition; PC12 HttQ103-GFP aggregates, Acumen cytometry, 40 h; Potency, µM (highest dose often 46.1 µM), inactives show at the top dose activity change, negative = inhibition, most hits filed as inhibitors; hit rate 1.1% among 220,000; further: on the % scale 0 is the no-effect control and ±100 the full control effect; nearly all actives have a fitted effect of over 60% in size
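Ecdysone-promoter PC12 model expressing HTT exon 1 Q103 fused to GFP, induced by tebufenozide at 100 nM final. Compounds titrated; aggregates sized 1–25 µm scored on a 488 nm laser cytometer.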
Tau fibril FP = inhibitors of human tau fibril formation. P10636. K18 P301L tau heparin fibrillization, Alexa594 FP, 6 h. Potency, µM (top dose mostly 57.7 µM), for the others: top-dose activity, negative = inhibition, actives largely listed as inhibitors. hit rate 0.39% among 280,000; further: on the % scale 0 is the no-effect control and ±100 the full control effect; nearly all actives have a fitted effect of over 55% in size
Target sequence (P10636 561-689 P618L limits assumed): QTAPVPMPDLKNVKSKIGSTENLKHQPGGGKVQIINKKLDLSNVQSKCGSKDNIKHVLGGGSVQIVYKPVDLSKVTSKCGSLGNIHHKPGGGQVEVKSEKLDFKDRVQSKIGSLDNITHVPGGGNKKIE
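Human K18 P301L fragment (15 uM unlabeled plus 0.24 uM Alexa 594-labeled) in 100 mM sodium acetate pH 7 with compound, aggregation induced by 20 uM heparin for 6 hr at 37 C. ThT (30 uM) added for 1 hr, then Alexa 594 FP read.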
Tau fluor counter = counter-screen for tau fibril formation inhibitors; Potency, µM (doses to about 57.7 µM), for the others: at the top dose activity change, negative = decrease; hit rate 0.93% among 280,000; tau K18 P301L Alexa594 fluorescence, heparin fibrillization; AID 1463; further: on the % scale 0 is the no-effect control and ±100 the full control effect; nearly all actives have a fitted effect of over 55% in size
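Human tau K18 P301L (15 uM unlabeled, 0.24 uM Alexa 594-labeled) in 100 mM sodium acetate pH 7 with 20 uM heparin, 6 hr at 37 C. ThT 30 uM added, 1 hr ambient; Alexa 594 FP and total fluorescence read at 555/632 nm.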
ALDH1A1 block = ALDH1A1 (human) enzyme inhibition; Purified ALDH1A1, NADH fluorescence, propionaldehyde substrate; P00352; Potency, µM (series often up to 75.3 µM), for inactives: at the top dose activity, negative = inhibition, hits mostly inhibitors; AID 1030; hit rate 7.3% among 220,000; active means well fitted inhibition curve with a large enough effect, not every such curve was filed as active; inconclusive means small, poorly fitted or top-dose-only effect, or another doubt; inactive means no such curve, though single readings can be large or run the other way;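 further: plate controls were no enzyme wells and a reference inhibitor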
Target sequence (P00352 whole entry, looked up): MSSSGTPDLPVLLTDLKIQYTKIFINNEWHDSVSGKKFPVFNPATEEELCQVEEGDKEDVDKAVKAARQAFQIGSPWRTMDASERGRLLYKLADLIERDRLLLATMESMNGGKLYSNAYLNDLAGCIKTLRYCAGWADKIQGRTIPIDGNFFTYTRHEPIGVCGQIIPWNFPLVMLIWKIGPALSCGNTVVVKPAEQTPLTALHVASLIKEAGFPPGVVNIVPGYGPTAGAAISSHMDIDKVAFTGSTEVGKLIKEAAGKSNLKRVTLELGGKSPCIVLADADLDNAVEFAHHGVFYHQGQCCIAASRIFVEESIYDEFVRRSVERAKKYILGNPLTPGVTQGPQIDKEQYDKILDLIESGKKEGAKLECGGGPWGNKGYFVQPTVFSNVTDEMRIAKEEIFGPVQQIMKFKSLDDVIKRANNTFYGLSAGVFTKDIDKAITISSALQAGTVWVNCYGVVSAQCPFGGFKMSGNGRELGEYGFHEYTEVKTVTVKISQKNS
Tau ThT inhib = tau fibrillization inhibition (ThT binding). recombinant tau K18 P301L (four-repeat tau fragment), heparin-induced fibrillization, ThT fluorescence. AID 1460. hit rate 2.1% among 270,000. P10636. Potency, µM (series often up to 57.4 µM), for inactives: at the highest dose activity, negative = inhibition, hits mostly inhibitors; further: on the % scale 0 is the no-effect control and ±100 the full control effect; nearly all actives have a fitted effect of over 55% in size
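Aggregation was driven by heparin (20 uM final) acting on recombinant tau […] bearing P301L in 100 mM sodium acetate pH 7; fibrils were detected with Thioflavin T.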
Starred values were filed as active, the others as inactive; ? = inconclusive; . = no result given; & = joins results of further samples; ! = not confirmed by another sample; [ ] = dose if it differs, or a comment. Unless noted, the call rests on the fitted dose curve; in most records, active means well fitted curve in the direction sought with a large enough effect; inconclusive means small, poorly fitted or top-dose-only effect, or another doubt; inactive means no such curve, though single readings can be large; an effect the other way counts as inactive or inconclusive. Potency means the concentration at half of the fitted maximal effect. These rows are one share of the data, so the mix of outcomes need not match the whole.

SMILES	JMJD2E inh	HTT cytoprotect	SMN2 splice up	HTT aggregate	Tau fibril FP	Tau fluor counter	ALDH1A1 block	Tau ThT inhib
O=C(CCc1ccccc1)NNC(=O)c1ccccc1C(=O)O	-5%	.	-2%	2%	6%	1%	-12%	-2%
Cc1ccc(C2CC(c3ccc(C)cc3)n3nc(N)nc3N2)cc1 (stereo not given)	-12%	6%[10 µM]	10%	-14%	-8%	-4%	0%	-2%
CS(=O)(=O)N(CC(=O)NC1CC1)C1CCCCC1	5%	.	11%	-3%	9%	1%	4%	-3%
CC(C)c1ccc(N(CC(=O)O)S(=O)(=O)c2cccnc2)cc1	2%	-8%	8%	4%	-10%	-5%	-1%	-6%
COc1cccc(/C=N/n2c(-c3cc(C)[nH]n3)n[nH]c2=S)c1O	?	10%[10 µM]	.	5%[9.22 µM]	3%	-12%	7%	?
CCc1ccccc1NC(=O)c1ccc2c(c1)N(Cc1cccc(Cl)c1)C(=O)c1ccccc1S2(=O)=O	.	.	4%	.	?	-11%	.	9%
CC1(OC(=O)CCc2ccccc2)C(=O)C=C2C=C(c3ccc(C#N)cc3)N(Cc3ccccc3)C=C2C1=O (stereo not given)	16µM*	-8%&-10%[10 µM]	3%[9.22 µM]	26%[9.22 µM]	?	-3%[11.6 µM]	?	8.9µM*!
COc1ccc(S(=O)(=O)N2CCC(NC(=O)OCc3c(Cl)cccc3Cl)CC2)cc1	3%	12%[10 µM]	-41%[inhibitor]	12%	-5%	-24%	4%	-6%
CCCS(=O)(=O)N1CCCC(C(=O)NCCN2CCOCC2)C1 (stereo not given)	0%	13%	6%	12%	-7%	-2%	-2%	-3%
Nc1ccn(-c2ncc(C(F)(F)F)cc2Cl)c(=O)n1	-5%	4%[10 µM]	15%	16%	5%	2%	4%	-6%
COc1ccc(NCN2C(=O)C3C4C=CC(C4)C3C2=O)cc1 (stereo not given)	-9%	0%[10 µM]	.	-4%[9.22 µM]	-7%	-14%	-1%	-12%
Cc1ccc(N(C(=O)Cn2nnc3ccccc32)C(C(=O)NCc2ccco2)c2cccnc2)cc1 (stereo not given)	-27%	-43%[inhibitor]	.	?	?	?	-3%	?
Cc1ccc2c(c1)-c1ccccc1S(=O)(=O)N2	?	-23%[10 µM]	32%	-6%	4%	-9%	?	-15%
Cc1ccccc1-n1c(Cn2c(=O)sc3ccccc32)nnc1SCC(=O)NCC1CCCO1 (stereo not given)	-8%	-22%	8%	-7%	-3%	-6%	-10%	-6%
Cc1nc2cc(NC(=O)N3CC4(C)CC3CC(C)(C)C4)ccc2n1C (stereo not given)	-6%	12%[10 µM]	3%	4%	0%	-3%	11%	-6%
COc1ccc(-n2cnnc2SCC(=O)Nc2cccc([N+](=O)[O-])c2)cc1	3%	.	7%	11%	2%	6%	6%	17%
O=S1(=O)NC(=NCc2ccco2)c2ccccc21	9%	4%[0.074 µM]	-8%	-1%	3%	-7%	12%	-9%
CCCC(=NCC(=O)O)C1=C(O)C(C(=O)OC)C(C)(C)CC1=O (stereo not given)	6%	6%	-8%	0%	1%	5%	-13%	-7%
CCn1c(=O)c2sccc2n2c(CCC(=O)NCc3ccc(Cl)cc3)nnc12	.	.	-9%	.	-7%	-9%	.	-5%
O=C1c2ccccc2-c2c1cccc2C(=O)N1CCOCC1	5%	15%[10 µM]	-16%	-10%	1%	-1%	4%	3%
O=C(Cn1nc(C(F)(F)F)cc1C1CC1)Nc1ccccc1F	-6%	6%[0.074 µM]	17%	-3%	-3%	2%	0%	4%
O=C(CCN1C(=O)C2C3C=CC(C3)C2C1=O)Nc1ccccn1 (stereo not given)	2%	5%	-6%	16%	-3%	-1%	?	1%
COc1ccccc1NC(=O)C1=C(C)Nc2nc(SCc3ccccc3Cl)nn2C1c1ccccn1 (stereo not given)	.	.	1%	.	-9%	-12%	.	-7%
COc1ccc(C(=O)c2ccc(Br)cc2)cc1	-6%	-21%	-14%	15%	-12%	-27%	9%	?
CN1C(=O)/C(=C/c2ccccc2OCc2ccc(F)cc2)N(C)C1=S	-3%	6%[10 µM]	-3%	-2%	8%	1%	-4%	5%
(continued)
SMILES	JMJD2E inh	HTT cytoprotect	SMN2 splice up	HTT aggregate	Tau fibril FP	Tau fluor counter	ALDH1A1 block	Tau ThT inhib
Cc1ccc(NC(=O)C2CCCN(S(=O)(=O)c3c(C)noc3C)C2)cc1F (stereo not given)	-6%	5%	-28%	-13%	0%	-14%	4%	-16%
Cc1cc(C)n(-c2cc(-c3ccccc3)nc(C)n2)n1	9%	-7%	19%	0%	-6%	-7%	3%	-12%
Cc1ccc(P(=O)(CSC(=N)N)c2ccc(C)cc2)cc1	3%	7%[10 µM]	3%	?	?	-16%	5%	13µM*
O=C(CSc1nnc(CCc2nc3ccccc3[nH]2)n1-c1ccccc1)NCc1ccccc1	8%	9%[10 µM]	2%	-7%	4%	0%	4%	-6%
COc1ccc(Cl)cc1NC(=O)CNc1ccccc1N1CCOCC1	-9%	3%	16%	-1%	-3%	-14%	2%	-2%
Cc1occc1C(=O)NCCc1cccc(Cl)c1	6%	-14%	?	3%	-2%	-16%	?	-12%
CCCOc1ccc(S(=O)(=O)NNC(=O)c2cc3ccccc3o2)cc1	-10%	9%[10 µM]	-5%	-1%	-7%	1%	?	2%
Cc1nn(C)c(C)c1CN(Cc1nc(CCC(C)C)no1)C(C)C	-19%	31%[10 µM]	.	8%[9.22 µM]	15%	-5%	1%	-9%
O=C(c1ccccc1)c1c(O)cc(-c2ccccc2)oc1=O	-15%	.	?	12%	5%	-7%	1%	-7%
c1ccc2[nH]c(CN3CCCCC3)nc2c1	4%	-6%	-5%	?	2%	-4%	4%	-6%
CC(C)CCNC(=O)c1onc(CSc2ccncc2)c1C(=O)NCCC(C)C	2%	8%[10 µM]	.	6%[9.22 µM]	2%	-11%	.	-7%
Fc1cccc(Nc2ncnc3c2cnn3-c2ccccc2)c1	?	8%[10 µM]	.	-7%[9.22 µM]	25µM*	?	.	?
Cc1ccc(CN2CCN(Cc3cnn(-c4ccc(F)cc4)c3)CC2CCO)o1 (stereo not given)	1%	10%[10 µM]	-26%	4%[9.22 µM]	3%	-5%	0%	-11%
CCOc1ccccc1NC(=O)CC1C(=O)NCCN1C(=O)c1ccc(F)cc1 (stereo not given)	.	.	8%	.	-8%	-3%	.	1%
CCOc1ccc2nc(NCCNC(=O)Nc3ccccc3)c(C#N)cc2c1	?	-18%[10 µM]	-6%	-21%	?	-16%	-3%	-6%
COc1cccc(C(=O)NCC(=O)N/N=C/c2cn[nH]c2-c2ccccc2)c1	-1%	16%	-3%	6%	-2%	-2%	?	-8%
CCc1ccc(S(=O)(=O)c2nnn3c2nc(Nc2cc(OC)cc(OC)c2)c2cc(Cl)ccc23)cc1	.	.	8%	.	-5%	0%	.	8%
O=C(NCc1ccco1)/C(=C\c1cccs1)NC(=O)c1cccs1	0%	-12%	-32%[inhibitor]	12%	?	4%	3%	1%
COc1ccc(NC(C)=O)cc1NC(=O)CSc1nnc(-c2ccc(F)cc2)n1N	-1%	-18%	-9%	-10%	3%	-1%	10%	-5%
Cc1ccc(Nc2c(-c3ccc(N4CCOCC4)cc3)nc3cccc(C)n23)cc1	.	.	-4%	.	7%	?	.	?
Cn1c(SCC(=O)Nc2cc(=O)n(C)c(=O)n2C)nnc1-c1cccs1	-1%	7%	12%	-3%	2%	0%	21%	-7%
CCOC(=O)CNC(=O)c1cccs1	5%	-5%[10 µM]	-10%	-6%	1%	4%	6%	-4%
CCOc1cc(NC(=S)NCC(C)C)c(OCC)cc1NC(=O)c1ccco1	?	-9%[1.9 µM]	0%	23%	6%	-28%	-1%	-10%
O=C(NCc1ccccc1Cl)c1ccc2c(c1)N(Cc1ccccc1)CCS2	.	.	18%	.	10%	?	.	-13%
Cc1cc(C(F)(F)F)nc(SCC(=O)Nc2ccccc2)n1	-8%	3%[0.074 µM]	2%	8%	2%	3%	-6%	2%

Structures listed so far that have a cyano group:
SMILES	JMJD2E inh	HTT cytoprotect	SMN2 splice up	HTT aggregate	Tau fibril FP	Tau fluor counter	ALDH1A1 block	Tau ThT inhib
CC1(OC(=O)CCc2ccccc2)C(=O)C=C2C=C(c3ccc(C#N)cc3)N(Cc3ccccc3)C=C2C1=O (stereo not given)	16µM*	-8%&-10%[10 µM]	3%[9.22 µM]	26%[9.22 µM]	?	-3%[11.6 µM]	?	8.9µM*!
CCOc1ccc2nc(NCCNC(=O)Nc3ccccc3)c(C#N)cc2c1	?	-18%[10 µM]	-6%	-21%	?	-16%	-3%	-6%

Additional structures:
SMILES	JMJD2E inh	HTT cytoprotect	SMN2 splice up	HTT aggregate	Tau fibril FP	Tau fluor counter	ALDH1A1 block	Tau ThT inhib
COc1ccc(NS(=O)(=O)c2ccc(NC(=S)NC(=O)c3cccc(F)c3)cc2)nn1	-21%	20%[10 µM]	13%	?	9%	-12%	?	-15%
O=C(O)COc1ccc(/C=N/NC(=O)COc2nsnc2N2CCOCC2)cc1	10%	8%[10 µM]	.	10%[9.22 µM]	-6%	-8%	?	-11%
COc1ccc2cc(/C(C)=N/NC(=O)c3cc(-c4cccnc4)nc4ccccc34)ccc2c1	6%	-37%[10 µM]	20%	7%	-1%	-4%	?	-6%
Cc1ccc(NC(=O)c2ncn[nH]2)cc1	2%	.	15%	.	-3%	7%	2%	1%
Cn1cc(CNC(=O)/C=C/c2ccc(Cl)cc2)cn1	-4%	.	12%	-1%	2%	5%	3%	7%
CCCOc1ccc(C2NC(=O)NC2=O)cc1 (stereo not given)	-9%	2%[10 µM]	-13%	-6%	?	-8%	?	-6%
Cc1ccc(C)c(NC(=O)c2cnc3n(c2=O)CCS3)c1	?	.	?	-7%	2%	-1%	12%	1%
Cc1cccc(NC(=O)CS(=O)(=O)c2cn(C)c3ccccc23)c1	-4%	0%[10 µM]	14%	6%	8%	-2%	-1%	-10%
COCc1nnc(NS(=O)(=O)c2ccc(Br)cc2)s1	2%	-7%	?	-1%	4%	5%	-5%	0%
